# Screening results from PubChem.
# D2 ag – HTS Assay for Allosteric Agonists of the Human D2 Dopamine Receptor: Primary Screen for Agonists | HEK293 T-REx D2 cells, calcium flux agonist mode | activation, % at 2 µM | 340,000 tested, 0.53% active;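 active = activation over 3 SD above normal in the single-dose calcium agonist read, cut at about 30% in these data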; note: 0% is about no effect
#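 Tetracycline-induced HEK293 Trex cells with D2 receptor force-coupled to calcium signaling, plated overnight at 30 C and loaded with no-wash calcium dye. Calcium flux read kinetically for 180 s after compound addition; responses flag agonists.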
# PI4K2A block – qHTS for small molecular inhibitors of PI4K2A. AID 1346378, 2018. purified PI4K2A, ADP-Glo luminescence, 1 h; active compounds read low. 420,000 tested, 0.13% active. activity change, negative = inhibition, % at 76.9 µM. Phosphatidylinositol 4-kinase type 2-alpha (Homo sapiens), Q9BTU6; in the data active = activity change below about -50%; inconclusive = mostly about -30% to -49%;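 note: -100% = wells without enzyme as full effect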
# Target sequence (Q9BTU6 whole entry, looked up): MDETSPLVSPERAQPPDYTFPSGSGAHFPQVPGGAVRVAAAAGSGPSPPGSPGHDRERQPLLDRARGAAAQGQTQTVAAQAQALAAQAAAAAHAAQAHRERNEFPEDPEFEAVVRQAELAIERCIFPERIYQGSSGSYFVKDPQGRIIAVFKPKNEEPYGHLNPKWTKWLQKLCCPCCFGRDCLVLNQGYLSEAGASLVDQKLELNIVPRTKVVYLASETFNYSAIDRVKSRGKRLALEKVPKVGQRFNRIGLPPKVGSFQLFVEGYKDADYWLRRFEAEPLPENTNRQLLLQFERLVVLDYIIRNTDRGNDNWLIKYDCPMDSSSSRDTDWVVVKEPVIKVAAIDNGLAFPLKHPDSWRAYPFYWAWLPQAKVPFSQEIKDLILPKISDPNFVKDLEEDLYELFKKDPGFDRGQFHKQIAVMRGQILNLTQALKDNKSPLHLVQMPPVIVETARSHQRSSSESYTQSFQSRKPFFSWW
#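 In this quantitative HTS, ADP production by PI4K2A was quantified luminescently after 1 h at ambient temperature; 100 microM adenosine served as plate-quality control.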
# TrxR1 substrate – qHTS Assay for Substrates of Mammalian Selenoprotein Thioredoxin Reductase 1 (TrxR1): qHTS | purified TrxR1 substrate turnover, NADPH consumption readout | Potency, µM (highest dose often 114 µM), without a hit: top-dose activity change, negative = substrate turnover | 390,000 tested, 0.01% active; note: potency is the fitted concentration of half-maximal effect; % is set by controls: 0 for no effect and ±100 for the full control effect; nearly all actives have a fitted effect of over 50% in size
#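 Rat TrxR1, dispensed at 90 nM, was prereduced with 400 uM NADPH (final) for 5 min at ~22 deg C, then incubated with compound 15 min before 400 uM selenite. A first-read NADPH fluorescence drop versus no-compound background flagged substrates.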
# USP1 inh – Inhibitors of USP1/UAF1: Primary Screen. AID 743255, 2014. Potency, µM (doses to about 57.1 µM), inactives show top-dose activity change, negative = inhibition, actives largely listed as inhibitors. recombinant USP1/UAF1, Ub-Rhodamine cleavage fluorescence. 390,000 tested, 0.23% active. Ubiquitin carboxyl-terminal hydrolase 1 (Homo sapiens), O94782; note: potency is the fitted concentration of half-maximal effect; % is set by controls: 0 for no effect and ±100 for the full control effect; nearly all actives have a fitted effect of over 60% in size; inactives centre near -12
#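 High-throughput fluorogenic screen: 1nM USP1/UAF1 complex, Ub-Rho substrate 150nM final, 50mM HEPES pH 7.8 with 0.5mM EDTA, 0.1 mg/ml BSA, 1mM TCEP and 0.01% Tween-20.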
# rTrxR1 inhibitor – qHTS Assay for Inhibitors of Mammalian Selenoprotein Thioredoxin Reductase 1 (TrxR1): qHTS | Thioredoxin reductase 1, cytoplasmic (Rattus norvegicus), O89049 | recombinant rTrxR1, NADPH fluorescence consumption, selenite substrate | Potency, µM (top dose mostly 114 µM), inactives show at the top dose activity change, negative = inhibition, hits mostly inhibitors | 390,000 tested, 1% active | AID 588453, 2011; note: potency is the fitted concentration of half-maximal effect; % is set by controls: 0 for no effect and ±100 for the full control effect; nearly all actives have a fitted effect of over 65% in size
#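 Rat TrxR1 (90 nM in the dispensed reagent) was pre-reduced with 400 uM NADPH for 5 min at room temperature, then incubated with compound for 15 min. After 400 uM selenite was added, NADPH fluorescence (Ex 340/Em 450 nm) was followed for 8 min.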
# TRHR enhancer – qHTS for Small Molecule Agonists and Allosteric Enhancers of Human TRH Receptor: Primary Screen for Enhancers; TRHR cells, fluo-8 calcium fluorescence, EC20 TRH enhancement; enhancement, % at 2 µM; 360,000 tested, 0.66% active; AID 493056, 2011; in the data active = enhancement above about 30%; note: 0% is about no effect
# Target sequence (P34981 whole entry, looked up): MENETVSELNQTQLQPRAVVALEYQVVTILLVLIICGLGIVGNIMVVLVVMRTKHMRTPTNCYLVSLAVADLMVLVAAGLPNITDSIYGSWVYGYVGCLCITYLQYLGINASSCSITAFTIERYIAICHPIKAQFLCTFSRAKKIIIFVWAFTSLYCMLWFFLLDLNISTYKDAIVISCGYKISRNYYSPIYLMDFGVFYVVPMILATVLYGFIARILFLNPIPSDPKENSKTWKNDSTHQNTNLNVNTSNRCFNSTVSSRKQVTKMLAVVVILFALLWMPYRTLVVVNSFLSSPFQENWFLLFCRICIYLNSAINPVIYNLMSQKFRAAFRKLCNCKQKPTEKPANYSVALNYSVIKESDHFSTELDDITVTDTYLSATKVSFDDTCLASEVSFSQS
#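 Enhancer read-out: after compound pinning and an initial kinetic agonist-mode read, an EC20 of TRH (10 nM final) was injected and fluo-8 calcium signal (Ex 480/Em 530) followed at 1 s/cycle for 100 cycles in TRHR-expressing cells.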
# TRHR ag – qHTS for Small Molecule Agonists and Allosteric Enhancers of Human TRH Receptor: Primary Screen for Agonists; activation, % at 2 µM; Thyrotropin-releasing hormone receptor (Homo sapiens), P34981; TRHR cells, calcium flux fluo-8, FDSS agonist mode; 360,000 tested, 0.18% active; in the data active = activation above about 30%; note: 0% is about no effect
#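 Read-out: compound-evoked intracellular calcium rise in TRHR cells, fluo-8 dye, kinetic FDSS fluorescence at 1 s/cycle following a 10-cycle baseline. Cells cultured overnight before dye loading (30 min–1.5 h, RT).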
# IDH1 R132H inh – qHTS for Inhibitors of mutant isocitrate dehydrogenase 1 (IDH1): qHTS. AID 602179, 2012. IDH1-R132H enzyme, NADPH consumption, diaphorase/resazurin fluorescence. Isocitrate dehydrogenase [NADP] cytoplasmic (Homo sapiens), O75874. Potency, µM (titrated, usually from 76.6 µM), without a hit: top-dose activity change, negative = inhibition, actives largely listed as inhibitors. 390,000 tested, 0.093% active; note: potency is the fitted concentration of half-maximal effect; % is set by controls: 0 for no effect and ±100 for the full control effect; nearly all actives have a fitted effect of over 65% in size
#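 IDH1-R132H (0.5 ug/mL) preincubated 30 min with compound, then NADPH (0.016 mM) and alpha-KG (2 mM) added; 80 min at RT, pH 7.5. Remaining NADPH coupled via diaphorase/resazurin to fluorescence (540/590 nm); concentration-response curves normalized to no-enzyme control.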
# D2 antag – HTS Assay for Allosteric Antagonists of the Human D2 Dopamine Receptor: Primary Screen for Antagonists. HEK293 TREx D2 cells, calcium flux, dopamine EC80. inhibition, % at 10 µM. 340,000 tested, 2% active. AID 485344, 2010; in the data active = inhibition above about 30%; note: 0% is about no effect
#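 In this primary screen, negative modulation is detected by tracking calcium flux after an EC80 dopamine challenge in inducible HEK293 T-REx D2 cells preexposed to test compound for 180 s.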
# An asterisk follows results filed as active; ? = inconclusive; nt = not tested or not shown; & = joins results of further samples; [ ] = dose if it differs, or a comment. Unless noted, calls come from the whole dose curve; as a rule, active = well fitted inhibition curve with a large enough effect; inconclusive = small, poorly fitted or top-dose-only effect; inactive = no such curve, though single readings can be large or run the other way. Compounds as they come. Share with any hit: about 3.9%.
SMILES,D2 ag,PI4K2A block,TrxR1 substrate,USP1 inh,rTrxR1 inhibitor,TRHR enhancer,TRHR ag,IDH1 R132H inh,D2 antag
Clc1cccc(-c2ccc(CNCCCN3CCOCC3)o2)c1,-1.3,3,7%[57.1 µM],-17%,9%[57.1 µM],1,0.5,13%,92*
O=c1c2cnn(-c3ccccc3)c2nnn1Cc1ccccn1,nt,13,1%,3%,11%,-3,0.3,3%,nt
O=C(Nc1cc(-c2ccccc2)nn1-c1ccccc1)c1ccccc1F,0.4,-3,-9%,1%,22%[57.1 µM],-2,0.5,-4%,-6
CSc1ccc(/C=C(/NC(=O)c2ccccc2)C(=O)N2CCN(C)CC2)cc1,-0.6,3,0%,-22%,17%,-4,0.2,4%,-14
CC(C)CN1C(=O)c2ccc(C(=O)Nc3ccccc3C(=O)O)cc2C1=O,nt,-1,-2%,-22%,13%,-5,-0.9,10%,nt
Cc1ccc(C)c(C(=O)c2c(N)c(-c3nc(-c4ccc5c(c4)OCO5)cs3)c3ccccn23)c1,-0.4,-1,0%,-8%,6%,-1,0.6,nt,nt
CCC(=O)Nc1nnc(S(=O)(=O)N2c3ccccc3CC2C)s1 (stereo unspecified),0.7&0.5,3&0,-5%&-3%,-18%&-15%,2%&13%,-5&-5,0.4&0.0,3%&17%,17
O=C(NCc1ccccc1)c1c(O)c2cccc3c2n(c1=O)CCC3,1.0,0,10%[57.1 µM],-7%,25%[57.1 µM],-4,1.2,3%,-1
O=C(OCC1CCCO1)c1ccc2c(c1)N(Cc1cccc(F)c1)C(=O)c1ccccc1S2(=O)=O (stereo unspecified),0.5,1,1%[57.1 µM],-1%,7%[57.1 µM],-6,0.1,-18%,nt
NS(=O)(=O)c1ccc(CCNC(=O)CSCc2ccccc2)cc1,0.9,4,0%,-6%,11%,-4,-0.6,-3%,-9
Cc1ccc(OCC(=O)O/N=C(\N)c2ccncc2)cc1C,-0.6,4,0%,-15%,7%,1,-0.5,7%,1
Nc1nc(N2CCN(c3cccc(Cl)c3)CC2)n[nH]1,-2.7,1,-5%,0%,3%[57.1 µM],-2,0.1,1%,9
COc1cc(OC)c(OC)cc1/C=C(\C#N)C(=O)NCc1cccs1,-1.0,6,1%,-25%,9%,29,-1.3,-12%,-12
Cc1cc(N2CCCC(C(=O)Nc3cccc(Cl)c3)C2)n2ncnc2n1 (stereo unspecified),-0.9,-3,9%[57.1 µM],-18%,20%[57.1 µM],-2,-1.6,9%,-3
CSC(=NS(=O)(=O)c1ccc(C)cc1)SC,-0.7,0,0%[57.1 µM],-18%,9%[57.1 µM],17,-0.7,-7%,-13
Cc1ccc(C(=O)OCC(=O)NC2CC2)s1,nt,-1,-6%,6%,1%,nt,nt,-6%,nt
CCOc1ccc(OCC)c(NC(=O)C2CCN(S(=O)(=O)c3c(C)noc3C)CC2)c1,-1.6,6,-4%,-16%,5%,21,-2.3,4%,-10
Cc1nc2c(oc3ccccc32)c(=O)o1,nt,1,2%,-10%,?,4,0.1,2%,nt
C[C@H](NC(=O)c1ccco1)C(=O)N1CCCC1,3.0,-8,-7%,-8%,2%,1,0.4,-14%,1
Cc1ccc(C(=O)CCC(=O)OCC(=O)Nc2ccc3[nH]c(=O)[nH]c3c2)cc1,-0.3,-5,-4%,19%,-1%,12,-0.4,0%,8
COC(=O)c1cc2c(C)cc3ccc(C)cn3c-2c1C(=O)OC,-0.7,-21,-5%,?,-4%,4,2.7,2%,-1
COc1ccc(CC2(C)OC(c3ccc([N+](=O)[O-])cc3)=NN2C(C)=O)cc1 (stereo unspecified),1.0,1,6%[57.1 µM],-12%,13%[57.1 µM],-7,-0.4,2%,-4
O=C(CN1C(=O)c2ccccc2S1(=O)=O)c1ccc(F)c(F)c1,0.3,0,0%,-22%,8%,1,0.5,1%,-12
CC(O)/C=C/C1OC(=O)CC1Nc1ccc(C=O)cc1 (stereo unspecified),-0.1,0,3%,-29%,-13%,4,-0.1,5%,-1
CCn1nc(C)c(/C=C2\CCCC3=C2OC(N)=C(C#N)C3c2c(C)nn(CC)c2C)c1C (stereo unspecified),2.0,nt,nt,nt,nt,1,7.8,nt,-7

# Looked up above:
# Value for CSc1ccc(/C=C(/NC(=O)c2ccccc2)C(=O)N2CCN(C)CC2)cc1 under TRHR enhancer: -4
# Value for Cc1ccc(C(=O)CCC(=O)OCC(=O)Nc2ccc3[nH]c(=O)[nH]c3c2)cc1 under USP1 inh: 19%
# Value for CC(O)/C=C/C1OC(=O)CC1Nc1ccc(C=O)cc1 (stereo unspecified) under TRHR enhancer: 4

# Next records follow.
SMILES,D2 ag,PI4K2A block,TrxR1 substrate,USP1 inh,rTrxR1 inhibitor,TRHR enhancer,TRHR ag,IDH1 R132H inh,D2 antag
Cc1cccc(NC(=O)Nc2ccc(C#N)cc2)n1,2.9,0,-5%,-5%,0%,-4,1.1,-3%,-5
Cc1ccccc1Cn1c(CN2CCC(C(=O)NCc3ccc(Cl)cc3)CC2)cc2ccccc21,-0.4,-1,3%[57.1 µM],-18%,25%[57.1 µM],0,0.3,7%,nt
COc1ccc(C(=O)Nc2cc(OCc3ccccc3)c(Cl)cc2Cl)cc1,1.0,6,7%,-8%,26%[57.1 µM],-5,0.9,0%,17
O=C(CCN1C(=O)/C(=C\c2ccccc2Cl)SC1=S)N1CCN(c2ccccc2)CC1,-1.7,2,4%[57.1 µM],-1%,4%,21,-0.2,-2%,-3
CCO[C@H]1OC(C(=O)Nc2ccccc2)=C[C@@H](c2cn(C(C)=O)c3ccccc23)[C@@H]1CCCO,0.5,-3,-8%,-16%,0%,-3,0.7,-6%,2
COc1ccc(-n2ncc3c(NCCCN4CCOCC4)ncnc32)cc1,1.1,-5,22%,1%,31%,-2,0.1,6%,-15
CC(C)n1c(-c2cccs2)nc2ccccc21,-2.5,1,66%[activator],-4%,-22%,12,0.0,8%,-9
CCOC(=O)c1cc(-c2ccccc2)n(CCC(=O)NCCc2ccccc2)c1C,-0.7,0,10%[57.1 µM],-9%,38%[activator][57.1 µM],-8,0.1,2%,nt
Cc1ccc(S(=O)(=O)N2CCCCC2)cc1NC(=O)Cn1cnnn1,0.2,5,-7%,4%,-8%,4,0.1,-5%,-2
CC1(c2ccc(OC(F)F)cc2)NC(=O)N(CC(=O)Nc2ccc(F)cc2)C1=O (stereo unspecified),19,0,3%[0.457 µM],-9%,7%,11,7.0,-8%,-4
O=C(NCCC1=CCCCC1)c1cnc2n(c1=O)CCS2,0.9,0,-14%,1%,2%,2,-0.5,3%,1
COc1cc(C(=O)OCc2ccccc2C#N)ccc1OCC(=O)N1CCOCC1,0.0,13,1%,-14%,11%,1,0.3,-7%,16
CN(c1ccccc1C(=O)N1CCN(c2ccccc2)CC1)S(C)(=O)=O,2.3,3,3%,-16%,10%,-1,0.1,4%,11
CCc1ccc(-n2nc(CO)c(C(=O)NC(C)c3ccc(Cl)cc3)n2)cc1 (stereo unspecified),-0.5,3,7%,-4%,?,19,1.2,13%,nt
COc1ccc(-c2noc(N3CCC(C(=O)Nc4ccccc4OC)CC3)n2)cc1,-0.3,-1,2%[57.1 µM],-16%,21%[57.1 µM],1,-0.2,-4%,9
CCOC(=O)c1[nH]c2ccccc2c1NC(=O)c1ccc(OCC)cc1,-0.6,5,14%,?,13%,1,-0.2,-3%,nt
CCN1CCN(C(=S)NC(C)c2ccccc2)CC1 (stereo unspecified),-0.6,3,7%,-12%,-4%,9,-0.6,0%,-1
COc1cc(/C=C(\NC(=O)c2ccccc2)C(=O)Nc2cccc(O)c2)c([N+](=O)[O-])cc1OC,0.2,8,-9%,-11%,4%,1,0.5,-1%,-5
O=C(CCS(=O)(=O)c1ccc(Cl)cc1)Nc1nc(-c2ccncc2)cs1,0.2,-3,-1%,-6%,18%,5,1.4,-2%,10
COc1cccc(CNc2ccc(S(=O)(=O)Nc3nccs3)cc2)c1O,0.1,-2,-8%,-8%,-20%,4,-0.3,6%,18
COc1ccccc1NC(=O)NNC(=O)c1ccc2ccccc2c1O,nt,6,36%[activator],-20%,11%,-2,0.4,-1%,nt
CCCCn1c(SCC(=O)Nc2cc(C)on2)nnc1-c1cccs1,0.5,-3,7%,-23%,18%,1,0.0,-1%,6
Cc1cccc2sc(N(CCCN(C)C)C(=O)CCc3ccccc3)nc12,2.3,2,-4%,-13%,1%,16,4.6,8%,-10
O=C1NC(=S)S/C1=C/c1ccc(OC(=O)c2ccco2)cc1,0.3,2,-3%,-18%,8%,0,-0.8,1%,8
CCOC(=O)C(C)C(C)=O (stereo unspecified),0.1,3,6%,nt,23%,-3,0.3,9%,1
CCCCOC(=O)Nc1nnc(/C=C/c2ccc(OC)cc2)s1,0.4,4,121%[activator],-6%,21%,1,-1.3,1%,13
CC(C)n1c(NCc2ccc(N(C)C)cc2)nc2ccccc21,0.1,-6,10%[57.1 µM],-15%,13%[57.1 µM],2,0.4,0%,-9
COc1ccc(NC(=S)NCc2cccs2)cc1,0.3,0,5%[57.1 µM],-4%,3%[57.1 µM],2,0.1,3%,6

# Entries listed above printed as active in D2 antag:
smiles | PI4K2A block | TrxR1 substrate | USP1 inh | rTrxR1 inhibitor | TRHR enhancer | TRHR ag | D2 antag
Clc1cccc(-c2ccc(CNCCCN3CCOCC3)o2)c1 | 3 | 7%[57.1 µM] | -17% | 9%[57.1 µM] | 1 | 0.5 | 92*
